Assay outcomes (PubChem BioAssay)
Rpn11 block: blocks the human proteasome subunit Rpn11; human 26S proteasome, Ub4-pepOG fluorescence polarization; 20S core pre-blocked with epoxomicin; calls only at 20 µM; hit rate 0.59% among 360,000;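 active means inhibition at 20 µM, scaled to each plate's controls, above about 33%, limit read from the data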
DNMT1 inh: inhibitors of human DNMT1. hit rate 0.83% among 360,000. inhibition (reported as % activation of signal), % at 10 µM. P26358. DNMT1 molecular beacon, Hinp1I cleavage, fluorescence; in the data active means inhibition above about 50%
LMPTP block: blocks human LMPTP phosphatase | inhibition, % at 20 µM | hit rate 0.22% among 360,000 | P24666 | AID 651560 | recombinant LMPTP-A, OMFP fluorogenic substrate, fluorescence intensity;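 active means compounds that cut the enzyme signal by at least half of the control window in the single-dose screen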;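 further: plate controls were DMSO wells with enzyme plus substrate for no effect and substrate without enzyme for full effect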
Target sequence (P24666 whole entry, looked up): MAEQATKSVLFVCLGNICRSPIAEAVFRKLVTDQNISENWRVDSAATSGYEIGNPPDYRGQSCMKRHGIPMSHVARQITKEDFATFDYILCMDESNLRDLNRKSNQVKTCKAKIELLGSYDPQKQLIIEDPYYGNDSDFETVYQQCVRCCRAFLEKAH
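Test system – LMPTP-A phosphatase enzyme · Quantity – 0.625 nM LMPTP-A final · Reagent – OMFP substrate, 400 µM final · Dosing – one test concentration per compound, 20 µM, with 3% DMSO overall · Timing – 50 min enzyme reaction at room temperature, protected from light · Detection – fluorescence intensity · Controls – substrate-only low control, DMSO enzyme-plus-substrate high control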
Tb MetRS inh: blocks T. brucei methionyl-tRNA synthetase activity | purified T. brucei MetRS, ATP depletion, Kinase-Glo luminescence | inhibition, % at 11.9 µM | hit rate 0.4% among 360,000;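 active means inhibition above a per-plate cutoff of the control wells' mean inhibition plus 3 SD, cut at about 5.5% in these data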;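 further: 0% = DMSO wells median and 100% = median of wells with control inhibitor compound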
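Dosing: 11.9 µM single point; system: parasite MetRS enzyme; technique: luminescence of leftover ATP; times: 15 min enzyme-compound preincubation, 2 h reaction, 10 min detection, 25 °C; replicates: each compound tested once; read-out basis: percent inhibition relative to median high and low control wells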
Scp-1 inhibitor: blocks human Scp-1 phosphatase activity; Recombinant Scp1, phosphopeptide, malachite green phosphate absorbance; AID 493091; hit rate 0.88% among 340,000; inhibition, % at 20 µM; Q9GZU7;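 active means inhibition above about 50% at 20 µM, limit read from the data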;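 further: plate controls were DMSO wells with enzyme for no effect and wells lacking enzyme for full effect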
Target sequence (Q9GZU7 76-261 limits assumed): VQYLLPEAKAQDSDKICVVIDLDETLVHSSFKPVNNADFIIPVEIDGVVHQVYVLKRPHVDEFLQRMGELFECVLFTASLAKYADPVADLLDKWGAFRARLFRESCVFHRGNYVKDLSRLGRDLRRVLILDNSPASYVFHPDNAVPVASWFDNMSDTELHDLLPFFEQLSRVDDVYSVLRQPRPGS
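Test system: SCP-1 phosphatase catalytic domain, residues 76-261; measured by: colorimetric phosphate reagent with accelerator and stabiliser, absorbance at 630 nm; timing: enzyme reaction 45 min at room temperature, colour 5 min, stabilisation 30 min; also added: Phosphorylated 17-residue peptide substrate; compound dosing: one concentration, 20 µM, with 1.0% DMSO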
CSN inh: CSN deneddylation inhibition | Q92905 | Purified CSN, SCF-Nedd8-OG deneddylation, fluorescence polarization | inhibition, % at 12.5 µM | hit rate 0.38% among 360,000;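 active means pattern-corrected inhibition above about 35%, with an unprinted fluorescence ratio check between 0.5 and 1.5, limit read from the data, passing the limit was not always enough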;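 further: 0% = enzyme with substrate and 100% = substrate without enzyme; some results filed as inactive read as strong as hits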
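Material: human Csn5 produced in HEK293T cells; Input: enzyme 0.24 nM; Reagent: SCFSkp2-Nedd8OG substrate at 10 nM final; Dosing: 12.5 µM compound; Incubation: 90 min reaction at room temperature; Detection: fluorescence polarization of the substrate; Evaluation: % inhibition of substrate cleavage by Csn5; Control set: substrate-only high control, full reaction low control.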
NadD block: NadD (S. aureus) enzyme inhibition; purified NadD enzyme, colorimetric absorbance read-out; inhibition, % at 20 µM; hit rate 0.78% among 360,000; in the data active means inhibition above about 26%; further: some compounds past the cut are filed as inactive
STEP inh: blocks human striatal-enriched tyrosine phosphatase. P54829. recombinant STEP, OMFP fluorogenic substrate, fluorescence. inhibition, % at 20 µM. hit rate 0.25% among 360,000;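 active means inhibition at 20 µM, scaled per plate between control wells, above about 37%, limit read from the data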;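 further: 0% = DMSO with enzyme and substrate and 100% = substrate only without enzyme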
Target sequence (P54829 whole entry, looked up): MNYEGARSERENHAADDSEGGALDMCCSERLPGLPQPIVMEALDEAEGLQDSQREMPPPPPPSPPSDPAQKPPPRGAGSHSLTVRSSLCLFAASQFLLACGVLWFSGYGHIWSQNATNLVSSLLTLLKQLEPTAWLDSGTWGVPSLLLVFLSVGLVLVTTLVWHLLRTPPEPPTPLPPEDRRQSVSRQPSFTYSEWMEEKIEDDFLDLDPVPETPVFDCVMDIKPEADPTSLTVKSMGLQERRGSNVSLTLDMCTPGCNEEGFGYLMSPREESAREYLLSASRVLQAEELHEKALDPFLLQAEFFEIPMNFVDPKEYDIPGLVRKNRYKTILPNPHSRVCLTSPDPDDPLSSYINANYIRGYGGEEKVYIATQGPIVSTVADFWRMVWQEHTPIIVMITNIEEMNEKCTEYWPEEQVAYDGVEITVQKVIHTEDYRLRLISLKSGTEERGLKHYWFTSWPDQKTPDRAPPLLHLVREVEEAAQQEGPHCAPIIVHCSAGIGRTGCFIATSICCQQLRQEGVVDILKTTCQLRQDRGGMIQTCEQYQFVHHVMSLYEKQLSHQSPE
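Assay system: isolated STEP enzyme. Buffer or medium: pH 6.0 Bis-Tris with DTT and Tween 20. Also added: fluorogenic phosphatase substrate OMFP at 25 µM final. Dosing: 20 µM, 1% DMSO. Timing: 20 min reaction, room temperature, in the dark. Measured by: fluorescence intensity, excitation 480 nm, emission 540 nm. Evaluation: normalized % inhibition.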
SUMO1 PPI mod: alters human SUMO1 binding to SIM partners; P63165; SUMO1 binding to a labelled peptide, TR-FRET, 1 h; inhibition, % at 20 µM; hit rate 0.33% among 360,000; AID 602429; in the data active means inhibition above about 37%
Target sequence (P63165 whole entry, looked up): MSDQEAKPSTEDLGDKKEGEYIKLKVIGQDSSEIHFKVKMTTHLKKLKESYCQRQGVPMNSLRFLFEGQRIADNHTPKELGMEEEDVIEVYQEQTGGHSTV
MsrA inhibitor: inhibitors of bovine MsrA; inhibition, % at 15.5 µM; AID 651718; hit rate 0.75% among 360,000; purified bovine MsrA, absorbance read-out; in the data active means inhibition above about 4.5%;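 further: 0% = vehicle wells with enzyme and 100% = reference inhibitor wells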
Numbers without * were called inactive.

How did O=C(c1ccc2c(c1)OCO2)N1CCN(c2ccccn2)CC1 do in these assays?
Rpn11 block: inactive; DNMT1 inh: 3; LMPTP block: -0.7; Tb MetRS inh: -1.0; Scp-1 inhibitor: 2; CSN inh: -5; NadD block: -2; STEP inh: -4; SUMO1 PPI mod: 0; MsrA inhibitor: -0.5

Results for C=CCn1c(SCC(=O)NC2CCCc3ccccc32)nnc1-c1ccncc1 (stereo not drawn) ?
Rpn11 block: inactive; DNMT1 inh: 1; LMPTP block: 0.6; Tb MetRS inh: 0.5; Scp-1 inhibitor: -7; CSN inh: 1; NadD block: -4; STEP inh: 0; SUMO1 PPI mod: 1; MsrA inhibitor: -0.8

What do the screens show for `COCCN(C(=O)c1ccc(N(C)S(=O)(=O)c2ccc(C)cc2)cc1)c1c(N)n(CC(C)C)c(=O)[nH]c1=O`?
Rpn11 block: inactive; DNMT1 inh: 7; LMPTP block: -0.3; Tb MetRS inh: -0.4; Scp-1 inhibitor: 0; CSN inh: -2; NadD block: 7; STEP inh: -3; SUMO1 PPI mod: 2; MsrA inhibitor: -0.9

How did CSc1ncc(CN2CCCC(C(=O)c3ccc(C(C)(C)C)cc3)C2)cn1 (stereo not drawn) do in these assays?
Rpn11 block: inactive; DNMT1 inh: 12; LMPTP block: 0.3; Tb MetRS inh: -0.5; Scp-1 inhibitor: -7; CSN inh: -3; NadD block: -2; STEP inh: -2; SUMO1 PPI mod: 5; MsrA inhibitor: 0.7

Results for Cc1ccc(NC(=O)CCC(=O)OCC(=O)c2ccc(Oc3ccc([N+](=O)[O-])cc3)cc2)c(C)c1 ?
Rpn11 block: inactive; DNMT1 inh: 4; LMPTP block: 1.2; Tb MetRS inh: -1.4; Scp-1 inhibitor: 6; CSN inh: 4; NadD block: -1; STEP inh: -4; SUMO1 PPI mod: -18; MsrA inhibitor: 0.2

How did Cc1cc(CNC(=O)Cc2ccccc2)c2ccccc2n1 do in these assays?
Rpn11 block: inactive; DNMT1 inh: 3; LMPTP block: 0.2; Tb MetRS inh: -1.5; Scp-1 inhibitor: -1; CSN inh: 0; NadD block: 0; STEP inh: -2; SUMO1 PPI mod: -2; MsrA inhibitor: 1.8

How did COc1cc(C(=O)NCCC(=O)NCCCN2CCCCC2C)cc(OC)c1OC (stereo not drawn) do in these assays?
Rpn11 block: inactive; DNMT1 inh: 2; LMPTP block: -0.4; Tb MetRS inh: -0.3; Scp-1 inhibitor: 2; CSN inh: 3; NadD block: 0; STEP inh: -2; SUMO1 PPI mod: -5

How did N/C(=N\OC(=O)CC1CCCCC1)c1ccc(Cl)cc1 do in these assays?
Rpn11 block: inactive; DNMT1 inh: 1; LMPTP block: 1.5; Tb MetRS inh: -0.3; Scp-1 inhibitor: -7; CSN inh: 4; NadD block: -6; STEP inh: 3; SUMO1 PPI mod: 3; MsrA inhibitor: -1.3

Results for CC(=O)Nc1ccc(S(=O)(=O)N2CCCN(S(=O)(=O)c3ccc(NC(C)=O)cc3)CC2)cc1 ?
Rpn11 block: inactive; DNMT1 inh: -2; LMPTP block: -2.0; Tb MetRS inh: -0.1; Scp-1 inhibitor: -11; CSN inh: -4; NadD block: 1; STEP inh: -3; SUMO1 PPI mod: -4; MsrA inhibitor: -0.4

How did COc1ccc(CNS(=O)(=O)NCc2ccc(C)cc2)cc1 do in these assays?
Rpn11 block: inactive; DNMT1 inh: -1; LMPTP block: -2.3; Tb MetRS inh: -0.4; Scp-1 inhibitor: -1; CSN inh: 2; NadD block: -2; STEP inh: 0; SUMO1 PPI mod: 2; MsrA inhibitor: 0.9

What do the screens show for `COc1nc(OC)nc(Oc2ccc(Cl)cc2[N+](=O)[O-])n1`?
Rpn11 block: inactive; DNMT1 inh: 5; LMPTP block: -3.7; Tb MetRS inh: -0.5; Scp-1 inhibitor: -3; CSN inh: -10; NadD block: -2; STEP inh: -2; SUMO1 PPI mod: -15; MsrA inhibitor: -0.1

Results for Cc1csc2nc(O)c(C(=O)NCCC3=CCCCC3)c(=O)n12 ?
Rpn11 block: inactive; DNMT1 inh: -1; LMPTP block: 9.4; Tb MetRS inh: -0.3; Scp-1 inhibitor: -6; CSN inh: -4; NadD block: 9; STEP inh: 5; SUMO1 PPI mod: 4; MsrA inhibitor: -0.9

How did CCC1=NC(c2ccc(OC)cc2)N(O)C1(C)C (stereo not drawn) do in these assays?
Rpn11 block: inactive; DNMT1 inh: 1; LMPTP block: 0.3; Tb MetRS inh: -0.8; Scp-1 inhibitor: 6; CSN inh: 0; NadD block: 3; STEP inh: 2; SUMO1 PPI mod: -1

What do the screens show for `O=C(NCc1cccc(C(F)(F)F)c1)c1ccc2c(c1)OCCO2`?
Rpn11 block: inactive; DNMT1 inh: 1; LMPTP block: 1.4; Tb MetRS inh: 0.4; Scp-1 inhibitor: -8; CSN inh: 1; NadD block: 0; STEP inh: 1; SUMO1 PPI mod: -1; MsrA inhibitor: -0.9

How did CNc1ccc(-c2cccc(CO)c2)cn1 do in these assays?
Rpn11 block: inactive; DNMT1 inh: 5; LMPTP block: -0.2; Tb MetRS inh: -0.2; CSN inh: 0; NadD block: -6; STEP inh: -1; SUMO1 PPI mod: -4; MsrA inhibitor: 0.5

The final two compounds of the section before open the next one:
What do the screens show for `O=C(NCc1cccc(C(F)(F)F)c1)c1ccc2c(c1)OCCO2`?
Rpn11 block: inactive; DNMT1 inh: 1; LMPTP block: 1.4; Tb MetRS inh: 0.4; Scp-1 inhibitor: -8; CSN inh: 1; NadD block: 0; STEP inh: 1; SUMO1 PPI mod: -1; MsrA inhibitor: -0.9

How did CNc1ccc(-c2cccc(CO)c2)cn1 do in these assays?
Rpn11 block: inactive; DNMT1 inh: 5; LMPTP block: -0.2; Tb MetRS inh: -0.2; CSN inh: 0; NadD block: -6; STEP inh: -1; SUMO1 PPI mod: -4; MsrA inhibitor: 0.5

How did CS(=O)(=O)N1CCN(c2ccnc3cc(Cl)ccc23)CC1 do in these assays?
Rpn11 block: inactive; DNMT1 inh: 8; LMPTP block: 3.9; Tb MetRS inh: -1.0; Scp-1 inhibitor: 7; CSN inh: -16; NadD block: -6; STEP inh: 2; SUMO1 PPI mod: 2; MsrA inhibitor: 2.4

How did Cc1cc2ncc(C(N)=O)cn2n1 do in these assays?
Rpn11 block: inactive; DNMT1 inh: 6; LMPTP block: 2.2; Tb MetRS inh: -1.1; Scp-1 inhibitor: 9; CSN inh: -8; NadD block: 2; STEP inh: -1; SUMO1 PPI mod: -1; MsrA inhibitor: 1.6

Results for CCc1cccc(CC)c1NC(=O)COC(=O)CC1c2ccccc2CCN1S(=O)(=O)c1ccccc1 (stereo not drawn) ?
Rpn11 block: inactive; DNMT1 inh: -4; LMPTP block: 1.4; Tb MetRS inh: 0.1; Scp-1 inhibitor: -11; CSN inh: -10; NadD block: -9; STEP inh: -2; SUMO1 PPI mod: -2; MsrA inhibitor: -1.4

What do the screens show for `COc1ccc(C(C)(C)C)cc1NC(=O)C1CC(=O)N(C2CCCC2)C1` (stereo not drawn)?
Rpn11 block: inactive; DNMT1 inh: -1; LMPTP block: 0.4; Tb MetRS inh: -0.5; Scp-1 inhibitor: -7; CSN inh: -2; NadD block: -4; STEP inh: -2; SUMO1 PPI mod: 2; MsrA inhibitor: 2.4

Results for COC(=O)C1=CNC=C(C(=O)OC)C1c1ccc(Cl)cc1 ?
Rpn11 block: inactive; DNMT1 inh: -2; LMPTP block: 0.4; Tb MetRS inh: 0.3; Scp-1 inhibitor: -5; CSN inh: 3; NadD block: -1; STEP inh: -8; SUMO1 PPI mod: -7; MsrA inhibitor: -0.1

How did COc1ccc(-c2nc3c4ccccc4ccn3c2CC2CCCCC2)cc1OC do in these assays?
Rpn11 block: inactive; DNMT1 inh: -9; LMPTP block: 3.4; Tb MetRS inh: -1.2; CSN inh: 1; NadD block: 7; STEP inh: 2; SUMO1 PPI mod: 2; MsrA inhibitor: -0.7

How did CCC(C)Cn1c(S(=O)(=O)O)nc2ccccc21 (stereo not drawn) do in these assays?
Rpn11 block: inactive; DNMT1 inh: 2; LMPTP block: -3.5; Tb MetRS inh: -0.4; Scp-1 inhibitor: 7; CSN inh: 3; NadD block: 5; STEP inh: -2; SUMO1 PPI mod: -1; MsrA inhibitor: 0.2

Results for CCOC(=O)c1ccc(N2C(=O)c3n[nH]c(C)c3C2c2ccc(OC)cc2OC)cc1 (stereo not drawn) ?
Rpn11 block: inactive; DNMT1 inh: -17; LMPTP block: 2.3; Tb MetRS inh: -0.5; Scp-1 inhibitor: -2; CSN inh: 3; NadD block: 11; STEP inh: 2; SUMO1 PPI mod: 0; MsrA inhibitor: -1.0

What do the screens show for `CC(OC(=O)CN(C)S(=O)(=O)c1ccc(Cl)cc1)C(=O)Nc1ncc(Cl)cc1Cl` (stereo not drawn)?
Rpn11 block: inactive; DNMT1 inh: -2; LMPTP block: -0.7; Tb MetRS inh: -0.7; Scp-1 inhibitor: -7; CSN inh: -1; NadD block: -7; STEP inh: 2; SUMO1 PPI mod: -4; MsrA inhibitor: -0.4

How did CCC(=O)Nc1nc(=S)ss1 do in these assays?
Rpn11 block: inactive; DNMT1 inh: 0; LMPTP block: 6.0; Tb MetRS inh: -0.4; Scp-1 inhibitor: -2; CSN inh: 1; NadD block: -1; STEP inh: -2; SUMO1 PPI mod: -2; MsrA inhibitor: 0.3

What do the screens show for `O=C(NCCCN1CCN(Cc2ccccc2)CC1)c1nnc(Cc2c(F)cccc2Cl)o1`?
Rpn11 block: inactive; DNMT1 inh: -1; LMPTP block: -1.2; Tb MetRS inh: -0.1; Scp-1 inhibitor: -5; CSN inh: 0; NadD block: 1; STEP inh: 0; SUMO1 PPI mod: 1; MsrA inhibitor: 0.2

What do the screens show for `COc1ccc(-c2ncc(CN3CCC(CO)(Cc4cccc(OC)c4)CC3)cn2)cc1`?
Rpn11 block: inactive; DNMT1 inh: -3; LMPTP block: -1.4; Tb MetRS inh: -0.3; Scp-1 inhibitor: -6; CSN inh: 6; NadD block: -5; STEP inh: 0; SUMO1 PPI mod: -3; MsrA inhibitor: -0.2
